EP2 modulator: EP2 receptor modulators, cAMP readout, primary screen, cell-based, HTRF cAMP, PGE2 stimulation. EP2-expressing cells, cAMP HTRF FRET, PGE2 co-stimulation. induction, % at 25 µM. AID 940, 2007. actives 0.83% (n = 260,000). Prostaglandin E2 receptor EP2 subtype (Homo sapiens), P43116;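 active = compounds whose cAMP rise, as percent of the full-agonist control response, exceeds 60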;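 note: rat C6 glioma line stably carrying human EP2 under a CMV promoter; the protocol text gives 20 µM as final concentration; 100% = response of wells given 1 µM PGE2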
Target sequence (P43116 whole entry, looked up): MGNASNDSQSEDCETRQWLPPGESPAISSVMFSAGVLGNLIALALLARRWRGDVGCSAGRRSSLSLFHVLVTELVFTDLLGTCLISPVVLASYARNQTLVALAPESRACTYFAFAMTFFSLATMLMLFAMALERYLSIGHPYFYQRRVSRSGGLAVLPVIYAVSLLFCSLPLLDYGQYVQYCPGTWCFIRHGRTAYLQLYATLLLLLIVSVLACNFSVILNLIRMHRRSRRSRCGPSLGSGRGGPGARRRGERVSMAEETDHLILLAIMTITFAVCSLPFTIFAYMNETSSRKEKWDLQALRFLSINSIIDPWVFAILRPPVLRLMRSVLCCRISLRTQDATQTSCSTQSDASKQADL
EP2 antag: human EP2 receptor antagonists, primary screen, TR-FRET cAMP, C6 glioma cells; Prostaglandin E2 receptor EP2 subtype (Homo sapiens), P43116; C6 glioma cells expressing human EP2; cells stimulated with saturating PGE2; actives 0.52% (n = 260,000); inhibition, % at 25 µM;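 active = percent inhibition above 40 after rounding to a whole number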;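 note: rat C6 glioma host cells with rolipram phosphodiesterase inhibitor present; the protocol text gives 20 µM as final concentration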
Numbers without * were called inactive. An excerpt; the hit share may differ from the screen's.

#	canonical_smiles	EP2 modulator	EP2 antag
1	CCC(CN1CCCCC1)NC(=O)Cc1ccc2c(c1)OCCCO2 (configuration not stated)	-42	5
2	Cc1nc2c(c(=O)[nH]1)CCN(C(=O)c1cccc(N3CCCCS3(=O)=O)c1)C2	-16	4
3	O=C(CN1CCC(N2CCCCC2)CC1)Nc1ccc(F)cc1F	-11	3
4	CCCN(C(=O)C1CCC1)c1nnc(-c2cccc(C)c2)s1	-70	6
5	CCOC(=O)CSc1nc2c(C)c(C)ccc2cc1C	88*	12
6	CC(=O)Nc1ccc(N2CCN(C(=O)C(C)C)CC2)cc1	-9	9
7	CCc1nc2sc3c(c2c(=O)n1CCO)CCCC3	11	6
8	O=C(Nc1nnc(-c2cccs2)s1)c1ccccc1	-26	14
9	COc1ccc([C@@H]2C[C@H](O)C(=O)N2C)cc1	-10	10
10	O=c1cc(-c2ccccc2)[nH]c2nc(Cl)ccc12	9	16
11	CCOC(=O)COc1ccc(C2Oc3c(cccc3OC)C=C2[N+](=O)[O-])cc1 (configuration not stated)	-85	53*
12	Cc1nnc(NC(=O)CSc2nc(Cc3cccs3)nc3ccccc23)s1	25	8

Continued; it opens with the 3 that closed the last part.
#	canonical_smiles	EP2 modulator	EP2 antag
10	O=c1cc(-c2ccccc2)[nH]c2nc(Cl)ccc12	9	16
11	CCOC(=O)COc1ccc(C2Oc3c(cccc3OC)C=C2[N+](=O)[O-])cc1 (configuration not stated)	-85	53*
12	Cc1nnc(NC(=O)CSc2nc(Cc3cccs3)nc3ccccc23)s1	25	8
13	CC(=O)Oc1cc(NC(=O)CC2SC(N)=NC2=O)cc(OC(C)=O)c1 (configuration not stated)	-7	10
14	C=CCOC(=O)C1=C(C)OC(N)=C(C#N)C1c1cc2c(C)ccc(C)c2[nH]c1=O (configuration not stated)	-12	11
15	N#C[C@@H](N=Nc1ccccc1C(=O)O)C(N)=O	4	11
16	CCc1ccc(-n2c(SCC(=O)N3CCOCC3)nnc2-c2ccccn2)cc1	5	8
17	COc1ccccc1Cc1nnc(NC(=O)c2cnc(SC)nc2)s1	-1	8
18	CN1C2CCC1CC(NC(=O)c1nn(C)c3ccccc13)C2 (configuration not stated)	19	11
19	CC1CCc2c(sc(NC(=O)C3COc4ccccc4O3)c2C(N)=O)C1 (configuration not stated)	23	17
20	CC(C)c1ncc(CN2CCC(O)(c3ccc(F)cc3)CC2)cn1	-13	3
21	COCCn1nnnc1C(c1ccc(C)cc1)N1CCN(C)CC1 (configuration not stated)	-2	8
22	Cc1ccccc1OCC(=O)Nc1ccccc1N1CCN(S(C)(=O)=O)CC1	14	10
23	Cc1cccc2cc(C#N)c(NCCNC(=O)Nc3ccccc3)nc12	-36	20
24	COc1ccc2c(c1)cc(C)c1nn(CC(=O)N(C)C3CCCCC3)c(=O)n12	-59	4

The results go on:
#	canonical_smiles	EP2 modulator	EP2 antag
25	O=C(O)[C@@H]1[C@H](C(=O)NCc2cccnc2)[C@@H]2CC[C@H]1O2	2	9
26	CCOc1ccc(NC(=O)c2sc(NC(=O)c3ccccc3)c(C(=O)OC)c2C)cc1	17	12
27	Cc1cc(NC(=O)c2cccs2)ncc1NC(=O)C1CC1	-13	11
28	Cc1nc(C)c(-c2csc(Nc3ncccc3C)n2)s1	-132	13
29	Cc1nnc(NC(=O)CN2CCN(C3CCCCC3)CC2)s1	17	13
30	c1ccc(CN2CCC(NCc3ccc4c(c3)OCO4)C(c3ccccc3)C2)cc1 (configuration not stated)	19	2
31	CCCn1c(=O)c(C(=O)Nc2nc(C)cs2)c(O)c2ccccc21	-8	4
32	O=C(c1ccc2nsnc2c1)N1C2CCC1CC(c1ccc(F)cc1)C2 (configuration not stated)	-22	8
33	CCc1ccc2nc(SCC(=O)Nc3ccccc3CC)c(C#N)cc2c1	6	16
34	CC(C)[C@H](Cn1nc(-c2cccs2)ccc1=O)NC(=O)c1cc(C2CC2)on1	-25	8
35	CCC(C)(C)NC(=O)C(c1ccc(F)cc1)N(Cc1cccnc1)C(=O)c1csnn1 (configuration not stated)	6	9
36	COC(=O)c1c(NC(=O)c2ccccc2)sc2c1C(C(=O)OC)CC2 (configuration not stated)	-15	18

Further structures:
#	canonical_smiles	EP2 modulator	EP2 antag
37	Nc1ccc(Cl)c(NC(=O)c2ccco2)c1	-32	9
38	CCc1ccc2[nH]c(=O)c(C(c3nnnn3C(C)(C)C)N3CCc4ccccc4C3)cc2c1 (configuration not stated)	40	13
39	C[C@H](CCC(=O)O)[C@H]1CC[C@H]2[C@@H]3[C@@H](O)C[C@H]4C[C@@H](O)CC[C@]4(C)[C@H]3C[C@@H](O)[C@]12C	32	45*
40	CC(C)OCCCNC(=O)c1ccc(CN2CCOCC2)cc1	-19	5
41	COc1cc(CN2CCCCC2)cc2cc(C(=O)O)c(=O)oc12	-34	13
42	COc1ccc(N2CCN(CC(=O)Nc3ccc(C)cc3)CC2)cc1	-38	5
43	Cc1cc(C)n2nc(C(=O)NCCc3c(C)noc3C)cc2n1	-5	7
44	COc1ccc(-n2nnnc2SCC(=O)c2ccc(NC(C)=O)cc2)cc1OC	-39	15
45	CN(C)c1nc2c(c(=O)n(C)c(=O)n2C)n1Cc1ccccc1Cl	20	8
46	CC1(C)CC(=O)C2=C(C1)Nc1[nH]c(=O)[nH]c(=O)c1C2c1ccc2c(c1)OCO2 (configuration not stated)	6	9
47	Cc1cccc2cc(CN(CC3CCCO3)C(=S)NC3CCCCC3)c(=O)[nH]c12 (configuration not stated)	19	6
48	O=C(Nc1ccc(N2CCN(C(=O)c3cccs3)CC2)cc1)c1ccc2c(c1)OCO2	-33	8

Continued.
#	canonical_smiles	EP2 modulator	EP2 antag
49	Cc1ccc(NC(=O)CN2C(=O)C(C)(C)Oc3ccc(C(=O)NC4CCCC4)cc32)cc1	7	10
50	N=C1CCC[C@H]1C(=S)SCCC(N)=O	1	9
51	COc1ccc(S(=O)(=O)N2CCC(C(=O)Nc3cc(OC)ccc3OC)CC2)cc1	-85	10
52	CN1c2ncccc2C(=O)NC12CCN(C(=O)c1cc(C(C)(C)C)nn1C)CC2	-30	4
53	O=C1/C(=C\c2cccc(C(F)(F)F)c2)Sc2ccccc21	-27	6
54	CC1(c2cc(C(F)(F)F)n3nc(C(=O)N4CCc5c(nc[nH]c5=O)C4)cc3n2)CC1	8	7
55	COC(=O)CSc1nnc(COc2ccc(Cl)c(C)c2)o1	-95	26
56	Cc1ccc(-c2nc(CNC(=O)c3c(-c4cccc(C)c4)noc3C)no2)cc1	-14	1
57	CCC(=O)c1cn(CC(=O)NC2CCCCC2)c2ccccc12	4	15
58	C=CCn1c(N2CCC(C(=O)NCC(=O)OC)CC2)nc2ccccc21	-56	9
59	C#CCOc1ccc(C2NC(=O)NC(C)=C2C(=O)Nc2ccccc2C)cc1OCC (configuration not stated)	11	9
60	CN(C)c1ccc(CN(CCCn2ccnc2)Cc2cnc[nH]2)cc1	-11	7

The results go on.
#	canonical_smiles	EP2 modulator	EP2 antag
61	CCCOc1cccc(/C(O)=C2/C(=O)C(=O)N(CCN(C)C)C2c2cccnc2)c1 (configuration not stated)	22	11
62	COCCn1nnnc1C(C(C)C)N(CCCO)Cc1cc2cc(C)c(C)cc2[nH]c1=O (configuration not stated)	-22	8
63	O=c1c(CN(CCCn2ccnc2)CC2CC=CCC2)coc2ccccc12 (configuration not stated)	-1	6
64	COCCn1nnnc1C(c1ccc(OC)cc1OC)N1CCN(c2nc3ccccc3s2)CC1 (configuration not stated)	3	21
65	CCC(C)(C)n1nnnc1C(C(C)C)N1CCN(c2ccc(OC)cc2)CC1 (configuration not stated)	21	11
66	Cc1cc(C(=O)Nc2nc3ccccc3s2)c2ccccc2n1	-15	9
67	CCCN1CCN(C(c2cc3ccc(OC)cc3[nH]c2=O)c2nnnn2Cc2ccc(F)cc2)CC1 (configuration not stated)	-8	21
68	Cc1nc2c(OCc3ccccc3)cccn2c1CC#N	-4	12
69	COc1cc(CN2C[C@@H]3CCCN3C[C@@H]2Cc2ccccc2)ccc1O	-2	5
70	CCOc1ccc2[nH]c(=O)c(CN(Cc3nnnn3Cc3ccc(F)cc3)C3CCCCC3)cc2c1	-7	15
71	COCCCn1c(SCC(=O)Nc2ccccc2C(=O)OC)nc2ccccc2c1=O	58	11
72	Cc1cc2occ(CC(=O)Nc3nnc(CCN4CCCC4)s3)c2cc1C	-67	10

Remaining list, next part
#	canonical_smiles	EP2 modulator	EP2 antag
73	CC(C)(C)c1nc2ccccc2c2nn(CC(=O)N3CCNC(=O)C3(C)C)c(=O)n12	0	8
74	COc1ccc(C(=O)COC(=O)CNC(=O)c2ccco2)cc1Br	1	7
75	COc1ccccc1-c1nnc(SCC#N)n1C	30	10
76	CCc1ccc2[nH]c(=O)c(CN(CCCO)C(=O)c3cccc(F)c3)cc2c1	-30	11
77	CCc1cc(N2CCC(C(N)=O)CC2)n2nc3nc(C)cc(C)c3c2n1	-35	8
78	COc1ccc(OC)c(-c2csc(N(CC3CCCO3)C(=O)COc3ccccc3)n2)c1 (configuration not stated)	-2	6
79	CCn1c(COc2cccc(C)c2)nnc1SCC(=O)N1CCCC(C)C1 (configuration not stated)	6	12
80	COc1ccc2cc(C#N)c(SCC(=O)NCc3ccco3)nc2c1	41	31
81	CC12C=CC3(O1)C(C(=O)N(C1CC1)C3C(=O)NC1CCCC1)C2C(=O)NC1CC1 (configuration not stated)	-4	10
82	CC(=O)c1c(-c2ccccc2)c2cc(Cl)ccc2n(C)c1=O	30	11
83	NC(=O)c1cc[n+](CCC[n+]2ccc(C(N)=O)cc2)cc1	8	10
84	Cc1cc(-c2ccc(NC(=O)CN3CCCCC3)c(C)c2)ccc1NC(=O)CN1CCCCC1	-6	20

(listing goes on)
#	canonical_smiles	EP2 modulator	EP2 antag
85	CCOC(=O)c1cnc2c(C)cc(C)cc2c1NCCCCCO	-84	9
86	COc1ccc(-n2c(SCC(=O)Nc3ccccc3OC)nnc2-c2cccc(C)c2)cc1	27	10
87	Cc1nnc(SCC(=O)NCCN2CCC(O)(c3ccc(F)cc3)CC2)o1	3	4
88	CC1c2ccsc2CCN1Cc1cccc(OCC2CCCO2)c1 (configuration not stated)	19	5
89	CCN1CCN(c2ccc(NC(=O)c3ccccc3OC)cc2Cl)CC1	-38	20
90	O=C(NNc1nc(-c2ccc3c(c2)Cc2ccccc2-3)cs1)c1ccccc1	-9	16
91	Cn1c(SCC(=O)N2CCCCCC2)nnc1-c1ccco1	-14	6
92	CC[C@@H](Cn1nnc2ccccc2c1=O)NC(=O)C1(c2ccc(Cl)cc2)CCC1	7	8
93	NCCOc1ccccn1	3	11
94	CCN(CC)c1ccc(NC(=O)c2cc3n(n2)C(C(F)(F)F)CC(c2ccco2)N3)cc1 (configuration not stated)	-63	11
95	CN1CCN(C(c2ccc(F)cc2)c2nnnn2C2CCCCC2)CC1 (configuration not stated)	-35	15
96	COc1ccc(NC(=O)CN2CCN(c3c(C)cc(C)cc3C)CC2)cc1	51	9

An excerpt from above in order of formula weight, lowest first.
#	canonical_smiles	EP2 modulator	EP2 antag
95	CN1CCN(C(c2ccc(F)cc2)c2nnnn2C2CCCCC2)CC1 (configuration not stated)	-35	15
96	COc1ccc(NC(=O)CN2CCN(c3c(C)cc(C)cc3C)CC2)cc1	51	9
92	CC[C@@H](Cn1nnc2ccccc2c1=O)NC(=O)C1(c2ccc(Cl)cc2)CCC1	7	8

Some of the entries so far, with one line to a screen.
86. COc1ccc(-n2c(SCC(=O)Nc3ccccc3OC)nnc2-c2cccc(C)c2)cc1
87. Cc1nnc(SCC(=O)NCCN2CCC(O)(c3ccc(F)cc3)CC2)o1
88. CC1c2ccsc2CCN1Cc1cccc(OCC2CCCO2)c1 (configuration not stated)
89. CCN1CCN(c2ccc(NC(=O)c3ccccc3OC)cc2Cl)CC1
90. O=C(NNc1nc(-c2ccc3c(c2)Cc2ccccc2-3)cs1)c1ccccc1
91. Cn1c(SCC(=O)N2CCCCCC2)nnc1-c1ccco1
assay / compound	86	87	88	89	90	91
EP2 modulator	27	3	19	-38	-9	-14
EP2 antag	10	4	5	20	16	6

Other structures follow:
#	canonical_smiles	EP2 modulator	EP2 antag
97	CC(=O)N1CCN(c2ccc(NC(=O)COc3cccc(C)c3)cc2)CC1	-41	12
98	N#CCCN(CCC#N)c1nccs1	-13	9
99	CN1CCN(CC(=O)NCCc2ccc(F)cc2)CC1	9	12
100	CO[C@H]1/C=C/O[C@@]2(C)Oc3c(C)c(O)c4c(O)c(c(C=NN5CCN(C)CC5)c(O)c4c3C2=O)NC(=O)/C(C)=C\C=C\C(C)[C@H](O)[C@@H](C)[C@@H](O)[C@@H](C)[C@@H](OC(C)=O)[C@@H]1C (some centres not stated)	-4	11
101	OCCCNc1ncnc2c1oc1ccccc12	-25	13
102	O=c1[nH]c2ccccc2cc1-c1noc(C2CCCCC2)n1	-27	12
103	O=C(NCCN1CCOCC1)C1CC(c2ccc(Cl)cc2)=NO1 (configuration not stated)	1	10
104	Cc1ccc(Cl)cc1N1CCN(C(=O)C(C)(C)C)CC1	-7	12
105	CCCCC(=O)O[C@H]1CCC2C3CCc4cc(O)ccc4C3CC[C@@]21C (some centres not stated)	19	8
106	O=C1CCc2cc(S(=O)(=O)NCC3(N4CCOCC4)CCCCC3)ccc2N1	-16	6
107	COc1ccc2[nH]c(=O)c(CN(C3CCCC3)C(c3nnnn3Cc3ccccc3)C(C)C)cc2c1 (configuration not stated)	40	15
108	CCS(=O)(=O)Cc1cccs1	-1	20
109	O=C(NCCNC1CCC(c2ccccc2)CC1)c1ccco1 (configuration not stated)	-49	5

Single records, as listed above:
Record of O=C(NCCNC1CCC(c2ccccc2)CC1)c1ccco1 (configuration not stated) → EP2 modulator = -49; EP2 antag = 5
Record of O=c1[nH]c2ccccc2cc1-c1noc(C2CCCCC2)n1 → EP2 modulator = -27; EP2 antag = 12
